CHO parental Ca: counter-screen: ATP calcium response change in parental CHO cells; inhibition, % at 5.6 µM; parental CHO-K1, ATP-induced calcium, Fluo-8 fluorescence; actives 0.63% (n = 330,000);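 active means inhibition above that plate's mean sample inhibition plus 3 SD, cut at about 26% in these data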;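 further: 0% = ATP-challenged DMSO wells and 100% = DMSO wells without ATP; some compounds past the cut are filed as inactive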
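Test system: untransfected parental CHO cell line. Compound: one dose, 5.6 µM nominal. Detection: intracellular calcium via Fluo-8 no-wash fluorescent dye. Measure: % inhibition. Benchmarks: ATP-challenged DMSO wells low, unchallenged DMSO wells high.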
CHRM4 agonist: agonists of human muscarinic M4 receptor (CHRM4); activation, % at 3 µM; P08173; actives 0.14% (n = 360,000); CHO-K1 hM4/Gqi5, Fluo-8 calcium fluorescence; vehicle 0%, full acetylcholine response 100%;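 active means activation above the run mean over all test wells plus 3 SD, cut at about 32% in these data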;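 further: peak over basal fluorescence ratio per well then scaled between controls; 0% = DMSO wells and 100% = acetylcholine at EC100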
Target sequence (P08173 whole entry, looked up): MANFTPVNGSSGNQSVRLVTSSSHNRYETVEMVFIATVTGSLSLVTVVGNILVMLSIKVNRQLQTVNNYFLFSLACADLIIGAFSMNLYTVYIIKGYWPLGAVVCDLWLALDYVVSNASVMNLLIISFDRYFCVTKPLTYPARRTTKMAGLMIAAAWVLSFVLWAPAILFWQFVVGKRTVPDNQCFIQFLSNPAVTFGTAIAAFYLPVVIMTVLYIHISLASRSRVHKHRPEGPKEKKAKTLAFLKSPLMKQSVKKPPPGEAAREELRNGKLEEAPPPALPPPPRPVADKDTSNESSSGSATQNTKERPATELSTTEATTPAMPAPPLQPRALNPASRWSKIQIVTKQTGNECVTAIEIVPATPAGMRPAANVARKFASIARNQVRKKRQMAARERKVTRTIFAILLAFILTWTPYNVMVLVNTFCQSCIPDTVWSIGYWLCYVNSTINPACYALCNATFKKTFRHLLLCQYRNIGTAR
CHO-K1 Ca antag: M1 antagonist counterscreen hit in parental CHO-K1 cells; ATP-induced calcium, Fluo-8 fluorescence; inhibition, % at 3 µM; actives 0.6% (n = 360,000);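 active means inhibition above a per-plate cutoff, the plate's mean sample inhibition plus 3 SD, cut at about 24% in these data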;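 further: 0% = DMSO plus EC80 ATP and 100% = DMSO alone without ATP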
OXTR potentiate: human OXTR potentiation; P30559; CHO-OTR cells, Fluo-8 calcium fluorescence, potentiator mode; 0% = oxytocin EC15, 100% = EC100; activation, % at 3 µM; actives 0.061% (n = 320,000); AID 2445;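 active means activation above that plate's cutoff, the mean activation of tested compounds plus 3 SD, cut at about 6.6% in these data, passing the limit was not always enough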;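 further: 100% uses oxytocin at 75 nM as the full agonist control; some results filed as inactive read as strong as hits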
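Assay system: CHO-OTR cells, human receptor / Also added: oxytocin at about EC15, sub-maximal agonist stimulus / Dosing: single dose, 3.0 µM nominal final compound concentration / Incubation: 6 min pre-incubation, 100 s read / Technique: Fluo-8 calcium dye fluorescence / Read-out: % activation vs EC15 and EC100 oxytocin / Benchmarks: EC15 oxytocin low, 75 nM oxytocin high / Replicates: singlicate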
CHRM1 PAM: human CHRM1 positive allosteric modulation; actives 0.088% (n = 360,000); activation, % at 3 µM; P11229; CHO-K1 hM1, Fluo-8 calcium fluorescence, ACh EC20; 0% = ACh EC20, 100% = maximal ACh; in the data active means activation above about 19%, passing the limit was not always enough
Target sequence (P11229 whole entry, looked up): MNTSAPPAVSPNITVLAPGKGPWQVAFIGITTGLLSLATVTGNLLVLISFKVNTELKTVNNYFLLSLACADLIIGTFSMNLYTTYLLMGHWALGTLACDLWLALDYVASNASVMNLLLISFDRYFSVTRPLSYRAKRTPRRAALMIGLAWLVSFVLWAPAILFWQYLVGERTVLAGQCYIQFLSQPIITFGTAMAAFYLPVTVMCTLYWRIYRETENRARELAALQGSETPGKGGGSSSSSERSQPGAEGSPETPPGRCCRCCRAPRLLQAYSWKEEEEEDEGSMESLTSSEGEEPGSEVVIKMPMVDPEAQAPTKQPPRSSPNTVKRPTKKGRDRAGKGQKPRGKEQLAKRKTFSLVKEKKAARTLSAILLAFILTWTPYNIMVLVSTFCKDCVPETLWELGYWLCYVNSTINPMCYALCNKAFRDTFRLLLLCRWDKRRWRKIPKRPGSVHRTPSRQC
CHO-K1 Ca ag: M1 agonist counterscreen hit in parental CHO-K1 cells | actives 0.48% (n = 360,000) | Fluo-8 calcium fluorescence; scaled to maximal ATP response, vehicle zero | activation, % at 3 µM; in the data active means activation above about 15%;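 further: untransfected CHO-K1 host cells lacking M1 receptor as counterscreen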
M1 antag: antagonists of human M1 muscarinic receptor; CHO-K1 hM1, Fluo-8 calcium fluorescence, ACh EC80 antagonist; inhibition, % at 3 µM; actives 1.3% (n = 360,000); AID 588852;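 active means percent inhibition above its own plate's cutoff, namely the mean of that plate's compound wells plus 3 SD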;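 further: peak over basal fluorescence ratio during 140 s after agonist addition; 0% = ACh EC80 plus DMSO and 100% = DMSO alone without agonist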
M1 ag: human M1 muscarinic receptor agonism | activation, % at 3 µM | P11229 | AID 588814 | actives 0.33% (n = 360,000) | CHO-K1 hM1, Fluo-8 calcium fluorescence, agonist mode; 0% DMSO, 100% acetylcholine EC100;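 active means activation above the run's mean compound activation plus 3 SD, cut at about 16% in these data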;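 further: peak over basal fluorescence ratio within a 140 s kinetic read after compound addition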
CHRM4 antagonist: CHRM4 antagonism in calcium assay | P08173 | CHO-hM4 cells, ACh EC80, Fluo-8 calcium fluorescence | inhibition, % at 3 µM | actives 0.73% (n = 360,000);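 active means inhibition above its plate's cutoff, the mean inhibition of sample wells plus 3 SD, cut at about 27% in these data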;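 further: 0% = acetylcholine EC80 with DMSO and 100% = DMSO without agonist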
* marks the source's active call; other numbers are inactive results; x = no result given.

mol,CHO parental Ca,CHRM4 agonist,CHO-K1 Ca antag,OXTR potentiate,CHRM1 PAM,CHO-K1 Ca ag,M1 antag,M1 ag,CHRM4 antagonist
OC(c1ccc2c(c1)OCO2)c1ncc(-c2cccc(C(F)(F)F)c2)[nH]1 (stereo not given),x,3,-5,x,11,1.8,-18,4,-8
O=C(Oc1cccc(C(=S)N2CCOCC2)c1)c1cccc(Cl)c1,-17,2,-4,-13,8,0.9,-10,-3,-1
CCN1C(=O)[C@H]2[C@@H](c3ccc(C(F)(F)F)cc3)N[C@]3(CCCN(CC4CCCCC4)C3=O)[C@H]2C1=O,x,-1,0,x,-6,-0.1,12,-4,-23
OCCN(CC#CC(O)(c1ccccc1)C1CCCCC1)CCO (stereo not given),4,2,-13,-10,-11,1.6,8,-8,3
O=C(CC1Sc2ccccc2NC1=O)NCc1ccc(Cl)cc1 (stereo not given),-9,1,-10,-4,5,10,-5,-5,-3
O=C(COC(=O)CNS(=O)(=O)/C=C/c1ccccc1)NC1CCS(=O)(=O)C1 (stereo not given),-3,0,-28,-11,14,1.5,-10,-4,-5
Cc1nnc(SCC(=O)NC23CC4CC(CC(C4)C2)C3)n(N)c1=O,-2,0,-11,4,1,1.1,-5,-4,-2
C=CCNc1nc(N)c(C(=C(C#N)C#N)c2ccc(Br)cc2)s1,-9,6,-2,-10,-4,1.4,15,0,7
CC(C)CC(NC(=O)c1ccccc1)C(=O)N/N=C/c1ccco1 (stereo not given),-3,1,-4,2,2,0.6,-6,-2,-3
Cc1cc(C)cc(NC(=O)CSc2nc3ccncc3[nH]2)c1,-3,1,-6,-5,-11,1.1,18,1,9
O=C(c1nc2ccc(Cl)cn2c1CN1CCC[C@H]1CO)N1CCCCCCC1,-13,1,-12,-2,2,1.0,3,-4,1
Cc1cc(C)nc(NS(=O)(=O)c2ccc(N3C(=O)C4CCCCC4C3=O)cc2)n1 (stereo not given),6,0,-4,-11,7,0.1,-8,-3,-3
CCOC(=O)N1CCC(NC(=O)c2cc(C(=O)NCc3ccc(F)cc3)ccc2CO)CC1,-15,1,6,-7,3,-1.0,0,-2,-4
Cc1ccc(S(=O)(=O)Nc2ccc3c(c2)C(=O)N([C@H](C)CO)C[C@H](C)[C@@H](CN(C)C(=O)NC2CCCCC2)OCCCC[C@@H](C)O3)cc1,x,-1,-10,x,2,0.8,-16,-10,-3
O=C(Nc1cccc(F)c1)C1CCCN(S(=O)(=O)c2ccc(-n3cnnn3)cc2)C1 (stereo not given),-9,9,-1,-7,-9,3.4,12,-4,-4
Cc1ccc(Cl)cc1N1CCN(C(=O)CCC(=O)O)CC1,-26,1,-6,-17,4,0.1,-5,-6,-1
O=C(c1cc2cc([N+](=O)[O-])ccc2s1)N1CCOCC1,-6,1,-14,-10,3,0.5,0,-3,-6
COC(=O)Cc1ccc(OC(=O)C2CCN(S(=O)(=O)c3ccc(OC)c(OC)c3)CC2)cc1,16,8,-14,-11,2,5.2,3,-2,7
CCc1nnc(NC(=O)c2ccc(-c3ccc([N+](=O)[O-])cc3Cl)o2)s1,-17,0,3,3,6,-0.2,-6,-7,5
CCCC(=O)Nc1nc2nc(C)cc(=O)n2[nH]1,-8,1,4,-7,10,0.0,-2,1,4
CCc1ccc(/C=N/NC(=O)c2ccccn2)cc1,-10,0,-3,-8,7,0.0,-13,-2,5
Nc1ccc(C(=O)N/N=C\c2ccc(OC(=O)c3ccccc3Cl)cc2)cc1,9,15,4,-7,-4,4.7,-2,1,-14
c1nc2sc3c(c2c2nnnn12)CCC3,0,0,-10,6,12,0.3,-10,-6,0
CC1=C(C(=O)N(C)C)CC(CC(=O)NC(c2ccccc2)c2ccccc2)C(=O)N1Cc1ccccc1 (stereo not given),x,1,-5,x,6,1.4,-12,-4,-3
O=C(NCc1ccccc1Cl)C1=CC=CN2CCS(=O)(=O)N=C12,2,1,-1,-4,5,0.4,-1,-1,1
Cc1ccc(NC(=O)c2cc(=O)n(Cc3ccccc3)c(=O)[nH]2)cc1C,-10,11,-2,-11,0,3.5,-5,-2,-5
CCN(Cc1cccs1)C(=O)CN1C(=O)NC2(CCCc3ccccc32)C1=O (stereo not given),-16,2,-12,-5,0,0.7,2,0,-26
COc1ccc(OC)c(NC(=O)C2CCN(S(=O)(=O)c3cccs3)CC2)c1,-4,0,-7,-8,9,0.3,1,0,2
Cc1cc(C)nc(Oc2ccc(Br)cc2Br)n1,-12,0,-6,6,1,-0.3,-10,-6,9
c1ccn2cc(C34CC5CC(CC(C5)C3)C4)nc2c1,-5,2,-25,-7,-23,0.7,54*,-6,60*

Pulled one by one from above:
mol,CHO parental Ca,CHRM4 agonist,CHO-K1 Ca antag,OXTR potentiate,CHRM1 PAM,CHO-K1 Ca ag,M1 antag,M1 ag,CHRM4 antagonist
Cc1cc(C)cc(NC(=O)CSc2nc3ccncc3[nH]2)c1,-3,1,-6,-5,-11,1.1,18,1,9
COc1ccc(OC)c(NC(=O)C2CCN(S(=O)(=O)c3cccs3)CC2)c1,-4,0,-7,-8,9,0.3,1,0,2
CCOC(=O)N1CCC(NC(=O)c2cc(C(=O)NCc3ccc(F)cc3)ccc2CO)CC1,-15,1,6,-7,3,-1.0,0,-2,-4

Other records
mol,CHO parental Ca,CHRM4 agonist,CHO-K1 Ca antag,OXTR potentiate,CHRM1 PAM,CHO-K1 Ca ag,M1 antag,M1 ag,CHRM4 antagonist
CCCCn1c(N)c(N(CC(C)C)C(=O)CSCc2cccc(C)c2)c(=O)[nH]c1=O,-19,1,21,-3,12,-0.2,-3,10,-1
Cc1ccc2[nH]c(=O)c(CN(C(=O)c3cccc([N+](=O)[O-])c3)C(C)C)cc2c1,-16,2,-10,-3,6,0.0,-5,-4,-7
CCOC(=O)c1cnc(SC2CC(=O)N(c3cccc(OC)c3)C2=O)nc1N (stereo not given),-20,8,8,-7,4,1.4,-2,1,-20
Cc1c(Cl)cccc1NC(=O)Nc1cc(C(C)(C)C)nn1C,-1,5,-15,-3,6,3.4,-16,-1,7
C=C/C(C)=C/C[C@H]1C(=C)CCC2[C@](C)(C(=O)O)CCC[C@@]21C (stereo not given in full),0,0,13,-8,1,0.3,-3,-3,-7
O=C(CCNC(=O)c1ccc(Cl)cc1)Nc1cccc(S(=O)(=O)N2CCCCC2)c1,-24,4,-22,-2,6,2.3,-9,-7,3
Cc1nn(S(=O)(=O)c2ccc(C(C)C)cc2)c(C)c1S(=O)(=O)N1CCOCC1,-2,0,7,-2,15,0.3,-10,0,-2
CCOC(=O)c1cnc2c(C(=O)OC)cccc2c1NCc1ccco1,-7,1,-13,-2,-7,0.6,-4,-8,1
CCOC(=O)c1c(S(=O)(=O)NCCc2ccco2)c(C)n(C)c1C,-2,1,-9,-2,2,0.9,3,-4,3
O=C(N/N=C/c1cc(Cl)ccc1O)c1ccccc1Br,-6,1,-4,-7,3,0.8,-5,-3,-4
Cn1cccc1CC(=O)NNC(=O)Nc1ccc(F)cc1,-9,1,1,-2,-6,-0.2,8,-1,5
CC(=O)c1ccc(NC(=O)c2ccc3c(=O)n4c(nc3c2)CCCCC4)cc1,22,7,-6,-14,-8,3.3,5,-2,-15
COCCn1nnnc1C(c1ccccc1OC)N1CCN(C(=O)c2ccco2)CC1 (stereo not given),-11,0,6,-1,17,-0.2,-6,5,-11
CCc1ccc(NS(=O)(=O)c2ccc3[nH]cc(C(=O)N(C)Cc4ccco4)c(=O)c3c2)cc1,-9,2,-21,2,1,0.0,-28,-1,-4
C=CCOc1ccccc1CNn1c(C)n[nH]c1=S,x,0,1,x,3,0.5,0,-4,8
CC(=O)Oc1ccc2c(c1)C(=O)c1ccccc1CO2,-9,-1,4,-11,1,-0.3,-1,-4,-4
N#CCCN(C(=O)COc1ccc(C#N)cc1)c1ccc(F)cc1,-4,1,-17,4,7,1.0,-11,-2,-19
O=C(O)c1cccc(NC(=O)c2ccc(CN3C(=O)c4ccccc4C3=O)cc2)c1,5,0,-5,-11,11,5.6,-17,6,3
Cc1cc(NC(=O)CN2CCOCC2)n(-c2ccccc2)n1,-18,0,16,-1,14,-0.2,-10,2,-4
CCN1C(=O)NC2C1N(S(C)(=O)=O)CCN2S(C)(=O)=O (stereo not given),-9,0,2,-11,-3,-0.6,11,-3,0
COc1ccc(-c2csc(NC(=O)Cc3cccc4ccccc34)c2C(=O)O)cc1,x,0,-5,x,4,-0.1,1,-8,7
Cc1cc(NC(=O)COC(=O)C2COc3ccccc3O2)no1 (stereo not given),-5,0,-3,-4,9,0.8,-6,-1,-6
O=C1CC(NS(=O)(=O)c2cccs2)CN1c1cccc(F)c1 (stereo not given),-20,2,-3,-5,-2,0.9,4,-2,5
CN(c1ccccc1)c1nc2ccsc2c(=O)s1,-5,-3,-13,1,-4,0.2,0,-7,-4
Cc1cc(N2CCC(C)CC2)nc(SCC(=O)c2ccccc2)n1,-3,8,0,-13,-12,4.5,18,-4,4
O=C(Nc1cc(S(=O)(=O)N2CCOCC2)ccc1N1CCCC1)c1cc(F)c(F)cc1Cl,x,3,8,x,0,-0.1,-1,-4,-20
Cc1ccc(C(=O)Nc2scc(-c3ccccc3)c2C(=O)O)o1,-2,0,-3,3,8,0.5,0,-5,-3
O=C(COc1ccccc1)N(Cc1cccc(F)c1)C1CCS(=O)(=O)C1 (stereo not given),-9,1,2,0,1,0.4,9,-1,5
Cc1c(C=O)c2ccccn2c1C(=O)c1cccc([N+](=O)[O-])c1,-11,2,-7,-7,7,0.5,-6,-3,8
Cc1cccc(Nc2nc(N)c([N+](=O)[O-])c(N3CCCC(C)C3)n2)c1 (stereo not given),-23,1,-5,-3,8,2.8,-1,-7,-1
O=C1CC(c2ccccc2)C(=O)N2C(=O)CC(c3ccccc3)C(=O)N12 (stereo not given),x,1,3,x,16,0.8,-17,4,4
COc1ccc(-c2nnn(CC(=O)c3ccccc3)n2)cc1OC,-7,4,-24,-10,6,2.9,-31,1,-10
COc1cc2[nH]c(=S)nc(NCCCOC(C)C)c2cc1OC,-4,0,-16,-12,8,0.4,-12,-3,-2
CCC(C)N(C(=O)CSc1nnc(-c2cccs2)n1C1CC1)C1CCS(=O)(=O)C1 (stereo not given),x,1,4,x,4,0.1,-7,-5,-3
COc1ccccc1NC(=O)N1CCC(c2nc3ccccc3o2)CC1,-13,4,3,1,2,0.7,7,-3,-3
COc1ccc(C2CC(c3ccccc3)=NN2C(=O)COC(=O)c2cccnc2Cl)cc1 (stereo not given),-6,7,0,-5,-4,3.3,9,-7,9
Cc1ccc(-c2nc(CNC(=O)c3cc(C)on3)cs2)cc1,-5,6,3,-6,-4,5.8,4,-1,4

Screening results (PubChem)
